Source: PubChem
Tn6 DDE FP = inhibitors of Tn6 peptide binding to human fibrin DD(E); 370,000 compounds, 0.21% hits; inhibition, % at 8.3 µM; Fibrin DD(E) TRITC-Tn6 fluorescence polarization displacement; P02675;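 active = inhibition above a per-campaign cutoff: mean of compounds within control limits plus 3 SD, cut at about 15% in these data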;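 note: 0% = median of all compound wells on the plate and 100% = blocking peptide control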
PLC-gamma1 inh = PLC-gamma1 (human) inhibition, primary screen | 370,000 compounds, 0.84% hits | inhibition, % at 12.2 µM | AID 720700 | purified PLC-gamma1, fluorogenic substrate, fluorescence | P19174; in the data active = inhibition above about 9.5%
ADAM10 inh = inhibits human ADAM10 | O14672 | recombinant ADAM10, EDANS/DABCYL FRET peptide cleavage, 3 h | inhibition, % at 7 µM | 370,000 compounds, 0.62% hits | AID 720582;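 active = inhibition above a per-campaign cutoff equal to the mean of compounds falling between control-based bounds plus 3 SD, cut at about 20% in these data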;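 note: 0% = DMSO wells while the 100% control is not disclosed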
TDP2 inh = blocks human TDP2 phosphodiesterase activity | inhibition, % at 12.8 µM | 370,000 compounds, 0.34% hits | O95551 | recombinant TDP2, T5PNP hydrolysis, p-nitrophenol absorbance 415 nm;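 active = inhibition above the mean of all tested compounds plus 3 SD, set per campaign, cut at about 25% in these data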;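 note: 0% = DMSO with enzyme and 100% = buffer with substrate but no TDP2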
Target sequence (O95551 whole entry, looked up): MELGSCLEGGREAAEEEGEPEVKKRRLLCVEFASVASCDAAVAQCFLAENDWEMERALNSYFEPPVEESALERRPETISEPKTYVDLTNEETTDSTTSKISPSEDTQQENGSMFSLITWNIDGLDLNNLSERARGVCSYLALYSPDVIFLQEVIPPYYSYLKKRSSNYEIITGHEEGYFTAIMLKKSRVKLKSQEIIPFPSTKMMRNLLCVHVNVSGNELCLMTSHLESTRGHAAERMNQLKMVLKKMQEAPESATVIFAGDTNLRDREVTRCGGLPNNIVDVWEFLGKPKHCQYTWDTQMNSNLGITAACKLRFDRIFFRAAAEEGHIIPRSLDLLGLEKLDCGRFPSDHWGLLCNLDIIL
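System: recombinant human TDP2 / Amount: 120 nM TDP2 per well / Also added: 5 mM T5PNP chromogenic substrate / Doses: 12.8 µM single point, 1% DMSO / Incubation: 2 h at 37 °C / Detection: p-Nitrophenol epi absorbance / Evaluation: % inhibition relative to enzyme-containing and enzyme-free wells / Repeats: singlicate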
KLK7 zymogen act = activators of human kallikrein-7 zymogen; P49862; purified proKLK7, EDANS-DABCYL substrate fluorescence; 100% is mature enzyme control, 0% vehicle; activation, % at 7 µM; 370,000 compounds, 0.9% hits;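 active = activation above the mean of all tested compounds plus 3 SD, computed per campaign excluding outliers beyond control limits, cut at about 13% in these data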
Target sequence (P49862 whole entry, looked up): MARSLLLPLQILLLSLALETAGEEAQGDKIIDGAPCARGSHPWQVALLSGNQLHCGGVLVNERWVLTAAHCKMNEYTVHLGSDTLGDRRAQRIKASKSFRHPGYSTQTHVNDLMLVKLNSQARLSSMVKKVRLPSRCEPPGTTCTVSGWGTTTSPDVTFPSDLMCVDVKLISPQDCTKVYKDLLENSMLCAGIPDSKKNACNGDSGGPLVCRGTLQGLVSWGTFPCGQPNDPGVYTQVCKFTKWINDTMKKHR
ADAM17 inh = inhibits human ADAM17; recombinant ADAM17, EDANS/DABCYL FRET peptide cleavage; inhibition, % at 6.95 µM; 370,000 compounds, 0.83% hits;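 active = inhibition above the mean of compounds lying between control limits plus 3 SD, set per campaign, cut at about 8.5% in these data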;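 note: 0% = DMSO-only wells as the low control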
ASAP1 GAP inh = blocks human ASAP1-stimulated Arf1 GTP hydrolysis; Q9ULH1; GDP FP detection; inhibition, % at 16.5 µM; 360,000 compounds, 0.19% hits; AID 624377; in the data active = inhibition above about 25%;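 note: 0% = vehicle with enzyme and substrate and 100% = no enzyme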
Tn7 DDE FP = inhibitors of Tn7 peptide binding to human fibrin DD(E) | FP displacement of FITC-Tn7 peptide from fibrin DD(E); 0% = median of compound wells per plate | inhibition, % at 8.3 µM | P02675 | 370,000 compounds, 0.13% hits;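 active = inhibition above the mean of compounds falling within the control limits plus 3 SD of them, cut at about 14% in these data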;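 note: 0% = plate median of compound wells and 100% = 10 µM Aha-Tn7 peptide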
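System: human fibrin DD(E); quantity: Fibrin-DD(E) at 2 µM final; also added: fluorescent Tn7 probe at 0.1 µM; compound dosing: single nominal test concentration of 8.3 µM per compound; schedule: 10 min preincubation, 3 h with tracer, room temperature; detection: fluorescence polarization of the labelled Tn7 tracer; repeats: one replicate per compound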
ARFGAP1 inhibitor = inhibitors of rat ARFGAP1 | Q62848 | Arfgap1-stimulated ARF1 GTP hydrolysis, GDP FP detection | 360,000 compounds, 0.26% hits | inhibition, % at 16.5 µM | AID 651572;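 active = inhibition above a per-plate limit, mean inhibition of low control wells plus 3 SD, cut at about 25% in these data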;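 note: 0% = DMSO wells with enzyme and 100% = wells lacking Arfgap1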
Target sequence (Q62848 1-136 limits assumed): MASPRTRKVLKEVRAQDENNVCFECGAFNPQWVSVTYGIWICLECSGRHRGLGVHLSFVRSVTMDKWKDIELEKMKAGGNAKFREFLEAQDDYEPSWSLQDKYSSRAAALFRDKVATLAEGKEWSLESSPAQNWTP
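Material: rat Arfgap1 GAP domain (His6, aa 1-136), purified enzyme. Also added: human ARF1(Δ1-17)-GTP substrate. Compound dosing: 16.5 µM single point, 1.26% DMSO. Timing: enzyme reaction 120 min at 25 °C after 20 min preincubation. Signal: GDP detection by fluorescence polarization. Read-out basis: percent inhibition of GAP-stimulated GDP formation, scaled between DMSO and no-Arfgap1 medians.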
LEDGF integ inh = blocks HIV-1 LEDGF/p75-dependent DNA integration; TR-FRET IN-LEDGF/p75 DNA integration, Eu/Cy5; inhibition, % at 3.7 µM; 370,000 compounds, 0.64% hits; AID 743269;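 active = inhibition above the screen-wide mean plus 3 SD, cut at about 13% in these data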;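 note: signal is the Cy5 over europium emission ratio at 671 and 618 nm; 0% = plate median of compound wells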
* marks the source's active call; other numbers are inactive results; i = inactive; / = no result given.

Letter code: A = Tn6 DDE FP; B = PLC-gamma1 inh; C = ADAM10 inh; D = TDP2 inh; E = KLK7 zymogen act; F = ADAM17 inh; G = ASAP1 GAP inh; H = Tn7 DDE FP; I = ARFGAP1 inhibitor; J = LEDGF integ inh
Cc1cc(NC(=O)CSc2nnc(CNC(=O)c3ccc(C(C)(C)C)cc3)o2)no1
  A = 2 | B = -2 | C = -5 | D = -2 | E = 0.5 | F = -1 | G = -12 | H = 1 | I = -1 | J = 3

CCOC(=O)c1cc2c(=O)n3ccccc3nc2n(Cc2ccco2)c1=NC(=O)c1ccc(OC)cc1OC
  A = -2 | B = i | C = i | D = -3 | E = 17* | F = i | G = -7 | H = 0 | I = 9 | J = 5

CCOc1ccc(CCNC(=O)COC(=O)c2ccc(OC(C)C)cc2)cc1OCC
  A = -4 | B = 1 | C = -12 | D = -1 | E = -0.6 | F = 0 | G = -22 | H = -4 | I = 7 | J = -5

C#CCN1CC(N(C)CCCO)CS1(=O)=O (configuration not stated)
  A = 8 | B = 1 | C = -3 | D = 5 | E = 0.2 | F = -1 | G = / | H = -6 | I = / | J = -4

CCOC(=O)CN1C(=O)C2(OCCCO2)c2ccccc21
  A = -3 | B = 3 | C = 2 | D = -6 | E = -0.1 | F = -1 | G = 15 | H = -7 | I = 1 | J = -1

Cc1ccc(C(=O)NC(=S)Nc2ccc(-c3ccc(CO)o3)cc2)cc1
  A = -1 | B = -16 | C = -3 | D = 0 | E = 0.5 | F = -4 | G = 2 | H = -2 | I = 14 | J = 3

CC1C(c2ccccc2)N(C)C(c2ccccc2)CC1(O)c1ccccc1 (configuration not stated)
  A = 5 | B = 1 | C = 17 | D = -10 | E = -0.5 | F = 6 | G = -12 | H = 5 | I = 1 | J = -2

Cc1cc(C)c2c(c1)-c1cc(C)nn1C(c1ccc3c(c1)OCO3)N2 (configuration not stated)
  A = 3 | B = -25 | C = -213 | D = 8 | E = -0.6 | F = -46 | G = 5 | H = -4 | I = 2 | J = -3

COc1cccc(Nc2nc(-c3sc(NC(=O)c4ccco4)nc3C)cs2)c1
  A = -1 | B = -44 | C = -1 | D = -6 | E = -0.8 | F = -2 | G = 7 | H = 1 | I = 9 | J = -1

O=C(N1CCOCC1)N(Cc1ccccc1)c1ccccn1
  A = 3 | B = 0 | C = 2 | D = 9 | E = 0.3 | F = -1 | G = 11 | H = -3 | I = -13 | J = -2

Results in KLK7 zymogen act and LEDGF integ inh, for some of the entries so far:
canonical_smiles | KLK7 zymogen act | LEDGF integ inh
O=C(N1CCOCC1)N(Cc1ccccc1)c1ccccn1 | 0.3 | -2
CCOc1ccc(CCNC(=O)COC(=O)c2ccc(OC(C)C)cc2)cc1OCC | -0.6 | -5

Later entries:
Letter code: A = Tn6 DDE FP; B = PLC-gamma1 inh; C = ADAM10 inh; D = TDP2 inh; E = KLK7 zymogen act; F = ADAM17 inh; G = ASAP1 GAP inh; H = Tn7 DDE FP; I = ARFGAP1 inhibitor; J = LEDGF integ inh
O=C(/C=C/c1ccco1)Nc1ccc(Oc2ccc(Cl)cc2)cc1
  A = -5 | B = -3 | C = 12 | D = 6 | E = 0.1 | F = -3 | G = -11 | H = 0 | I = -1 | J = -2

COc1ccc(OCC(=O)Nc2cccc(NC(=O)COc3ccc(OC)cc3)n2)cc1
  A = 0 | B = 1 | C = 1 | D = 1 | E = -0.1 | F = -2 | G = 1 | H = -3 | I = 0 | J = -2

COc1ccc(CN2CCC(CNC(=O)NCc3ccccc3)CC2)cc1
  A = 5 | B = -1 | C = -11 | D = 8 | E = -0.2 | F = 4 | G = / | H = -7 | I = / | J = -3

CN(C)N1C(N)=C(C#N)C(c2cccnc2)C2=C1CC(C)(C)CC2=O (configuration not stated)
  A = -7 | B = 2 | C = 6 | D = 2 | E = 0.6 | F = 0 | G = 1 | H = 1 | I = 11 | J = 5

CCOc1cccc(NCc2cc3c(C(C)(C)C)nn(-c4ccccc4)c3[nH]c2=O)c1
  A = 5 | B = -15 | C = 13 | D = -3 | E = -0.6 | F = 4 | G = 13 | H = -8 | I = -6 | J = 2

CCN(CC)S(=O)(=O)c1ccc(N/N=C/c2ccc(O)cc2)nc1
  A = 1 | B = -63 | C = -37 | D = 0 | E = 1.0 | F = -15 | G = 8 | H = 9 | I = -4 | J = -2

CCCCNC(=O)c1nc(-c2cccs2)oc1-c1ccc(Cl)cc1
  A = 0 | B = -3 | C = -40 | D = 4 | E = 0.1 | F = -11 | G = 5 | H = -2 | I = 10 | J = 3

CC(Oc1ccc(Br)cc1)C(=O)NCC(C)(C)N1CCOCC1 (configuration not stated)
  A = 2 | B = 1 | C = 0 | D = -3 | E = -0.2 | F = -3 | G = 2 | H = -4 | I = 4 | J = 2

CCCNC(=O)C(=O)NCC(c1ccc2c(c1)OCO2)N1CCN(c2ccc(F)cc2)CC1 (configuration not stated)
  A = -4 | B = 3 | C = 0 | D = -5 | E = 0.3 | F = -3 | G = -18 | H = 6 | I = 0 | J = -6

CN(C)c1ccc(C(CNC(=O)Cc2cccc3ccccc23)N(C)C)cc1 (configuration not stated)
  A = 2 | B = 3 | C = 3 | D = -5 | E = -0.5 | F = 1 | G = 2 | H = 1 | I = 11 | J = 2

CC1(C(=O)NCCC#N)CCN1C(=O)c1ccccc1CCc1ccccc1 (configuration not stated)
  A = -4 | B = 1 | C = -6 | D = 3 | E = 0.1 | F = -5 | G = 11 | H = 1 | I = 1 | J = -1

Cc1ccc(C(=O)CN2C(=O)NC3(CCCCCC3)C2=O)c(C)c1
  A = -4 | B = 4 | C = -6 | D = -1 | E = -0.4 | F = 2 | G = -11 | H = 1 | I = 13 | J = 2

Cc1ccc(-n2c(-c3cccnc3)n[nH]c2=S)c(C)c1
  A = 7 | B = 3 | C = 5 | D = 1 | E = 0.3 | F = -1 | G = -6 | H = 2 | I = 3 | J = 0

Retrieved by compound from the entries so far, 3 records:
Letter code: A = Tn6 DDE FP; B = PLC-gamma1 inh; C = ADAM10 inh; D = TDP2 inh; E = KLK7 zymogen act; F = ADAM17 inh; G = ASAP1 GAP inh; H = Tn7 DDE FP; I = ARFGAP1 inhibitor; J = LEDGF integ inh
CCCCNC(=O)c1nc(-c2cccs2)oc1-c1ccc(Cl)cc1
  A = 0 | B = -3 | C = -40 | D = 4 | E = 0.1 | F = -11 | G = 5 | H = -2 | I = 10 | J = 3

COc1ccc(CN2CCC(CNC(=O)NCc3ccccc3)CC2)cc1
  A = 5 | B = -1 | C = -11 | D = 8 | E = -0.2 | F = 4 | G = / | H = -7 | I = / | J = -3

CC1(C(=O)NCCC#N)CCN1C(=O)c1ccccc1CCc1ccccc1 (configuration not stated)
  A = -4 | B = 1 | C = -6 | D = 3 | E = 0.1 | F = -5 | G = 11 | H = 1 | I = 1 | J = -1
